# KB-V1 MDR tox: kills drug-selected multidrug resistant KB-V1 cells | KB-V1 MDR cells viability, CellTiter-Glo, 72 h | Potency, µM (series often up to 46.1 µM), for the others: at the top dose activity change, negative = cytotoxicity, most hits filed as cytotoxic | 400,000 compounds, 3.4% hits | AID 1347076; note: potency is the fitted concentration of half-maximal effect; % is set by controls: 0 for no effect and ±100 for the full control effect; nearly all actives have a fitted effect of over 60% in size
#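 Cells of the MDR subline KB-V1 are plated, dosed with compound at multiple concentrations, and incubated 72 h at 37 degrees C; CellTiter-Glo is then added and luminescence read after 10 min.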
# HT1080 IDH1KD tx: kills HT-1080 cells with IDH1 knockdown | HT-1080 IDH1 knockdown viability, ATP luminescence, 48 h | Potency, µM (doses to about 46.1 µM), inactives show top-dose activity, negative = toxicity, actives largely listed as cytotoxic | 360,000 compounds, 2% hits;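 note: potency is the fitted concentration of half-maximal effect; 0% = DMSO wells and -100% = cell-free medium wells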
#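 Knockdown cells (IDH1KD HT-1080) received compounds 2 h after plating at 750 cells/well and were kept 48 h at 37 °C in 5% FBS RPMI. A CellTiter-Glo luminescence read gave % activity for curve fitting.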
# HT1080NT lethal: kills 2HG-producing HT-1080-NT fibrosarcoma cells; HT-1080-NT fibrosarcoma viability, CellTiter-Glo ATP luminescence, 48 h; Potency, µM (series often up to 46.1 µM), inactives show at the top dose activity, negative = less viability, most hits filed as cytotoxic; 360,000 compounds, 1.6% hits; AID 686970;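 note: NT is the 2HG producing partner of a matched IDH1 knockdown line; potency is the fitted concentration of half-maximal effect; 0% = DMSO-treated cells and -100% = media-only wells without cells; nearly all actives have a fitted effect of over 55% in size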
#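 Luminescent CellTiter-Glo readout after 48 hours of compound exposure at 37 degrees C defined viability of HT-1080-NT cells. Activity was normalized to DMSO wells and cell-free media wells; concentration-response curves were fitted and assigned curve classes.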
# D3 antag: blocks the human D3 dopamine receptor. D3R cells, DiscoveRx beta-arrestin luminescence, antagonist mode; stronger effect = lower value. max response, negative = inhibition, %. 360,000 compounds, 2.5% hits. AID 652054; in the data active = max response below about -50%; inconclusive = no clear call, values can overlap the other calls; note: % is set by controls: 0 for no effect and ±100 for the full control effect; mostly tested at two doses, the higher about 12 µM
# Target sequence (P35462 whole entry, looked up): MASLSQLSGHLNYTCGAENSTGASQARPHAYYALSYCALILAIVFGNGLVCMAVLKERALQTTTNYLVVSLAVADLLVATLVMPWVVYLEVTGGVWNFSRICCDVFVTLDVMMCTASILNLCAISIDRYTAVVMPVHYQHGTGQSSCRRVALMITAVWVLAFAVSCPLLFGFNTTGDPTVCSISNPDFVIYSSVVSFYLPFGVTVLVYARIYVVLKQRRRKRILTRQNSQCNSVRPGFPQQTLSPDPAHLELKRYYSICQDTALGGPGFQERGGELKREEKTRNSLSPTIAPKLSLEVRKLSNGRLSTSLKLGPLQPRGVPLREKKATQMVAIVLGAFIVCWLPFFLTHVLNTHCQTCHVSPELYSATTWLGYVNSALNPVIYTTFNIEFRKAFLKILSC
#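 Cells expressing the human receptor were seeded at 1500 cells/well, incubated overnight at 37 degrees C in 5% CO2, then exposed to library compounds with dopamine controls for 90 minutes at 37 degrees C before luminescent detection.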
# SW480 rerep: DNA re-replication induction in SW480 cells; SW480 DNA re-replication, Hoechst DNA content imaging, 48 h; Potency, µM (titrated, usually from 46.1 µM), for the others: top-dose re-replication activation, most hits filed as activators; 340,000 compounds, 1.8% hits; AID 624297; note: potency is the fitted concentration of half-maximal effect; % of control where 0% means no effect; nearly all actives have a fitted effect of over 55% in size
#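 Cells (250 per well) received 23 nL compound or DMSO by pin tool and were kept 48 hr at 37 C, 5% CO2. Nuclei were then stained with Hoechst for 40 min and scanned for DNA content.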
# DRD3 agonist: activates the human D3 dopamine receptor; max activation, %; P35462; 410,000 compounds, 0.58% hits; AID 652048; D3R DiscoveRx beta-arrestin cells, luminescence, 90 min; in the data active = max activation above about 30%; note: 0% is about no effect; mostly tested at two doses, the higher about 12 µM
#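 Agonist-mode cell screen: cells plated at 1500/well and incubated overnight at 37 °C, then exposed to library compounds for 90 min at 37 °C. Detection reagent was added for 30–60 min at room temperature, and luminescence was read.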
# IL1B secr inh: inhibitors of inflammasome signaling (IL-1 beta secretion); AID 743279; THP-1 LPS/ATP IL-1B secretion, AlphaLISA, 16 h; stronger effect = lower value; activity change, % at 57.5 µM; 360,000 compounds, 4.7% hits; in the data active = activity change below about -50%; inconclusive = mostly about -30% to -49%; note: % is set by controls: 0 for no effect and ±100 for the full control effect
#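 Secreted IL-1B measured by AlphaLISA bead assay after 16 h compound exposure of THP-1 cells; compounds (final up to 57.5 uM) added 1 h before LPS (250 ng/mL) and ATP (1.25 mM) stimulation; lower signal means less secretion.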
# GLP1R ag: activates the human GLP-1 receptor; 380,000 compounds, 0.007% hits; HEK293 GLP-1R CRE-luciferase, luminescence, 4-6 h; cells express a hypersensitive GLP-1R form; AID 624172; P43220; Potency, µM (doses to about 45.6 µM), for inactives: top-dose activation, usual class: activators; note: potency is the fitted concentration of half-maximal effect; % of control where 0% means no effect
# Target sequence (P43220 whole entry, looked up): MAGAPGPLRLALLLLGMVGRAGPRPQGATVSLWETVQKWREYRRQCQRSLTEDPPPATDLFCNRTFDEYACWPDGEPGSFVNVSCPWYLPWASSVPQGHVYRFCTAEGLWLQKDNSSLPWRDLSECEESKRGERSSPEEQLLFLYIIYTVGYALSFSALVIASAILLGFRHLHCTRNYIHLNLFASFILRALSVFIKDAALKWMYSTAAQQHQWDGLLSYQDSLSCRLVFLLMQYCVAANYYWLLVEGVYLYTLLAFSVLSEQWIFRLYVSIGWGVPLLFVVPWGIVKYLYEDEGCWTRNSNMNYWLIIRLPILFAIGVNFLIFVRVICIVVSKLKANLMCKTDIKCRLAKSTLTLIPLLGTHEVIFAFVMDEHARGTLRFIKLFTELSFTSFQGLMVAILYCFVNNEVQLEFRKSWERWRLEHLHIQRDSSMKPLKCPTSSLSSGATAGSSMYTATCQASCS
# KB-3-1 tox: KB-3-1 parental cell cytotoxicity. KB-3-1 viability, CellTiter-Glo ATP luminescence, 72 h. Potency, µM (highest dose often 46.1 µM), without a hit: top-dose activity change, negative = cytotoxic, most hits filed as cytotoxic. 400,000 compounds, 1.4% hits; note: potency is the fitted concentration of half-maximal effect; % is set by controls: 0 for no effect and ±100 for the full control effect; nearly all actives have a fitted effect of over 60% in size
#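 Multi-concentration cytotoxicity screen in KB-3-1 cells grown in DMEM lacking phenol red with 10% FBS. After 72 h at 37 °C with compound, ATP-dependent luminescence was recorded.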
# The depositor's hits bear a star; ? = inconclusive; / = not tested or not shown; & = joins results of further samples; [ ] = remark or other dose. Unless noted, calls come from the whole dose curve; as a rule, active = well fitted curve in the direction sought with a large enough effect; inconclusive = small, poorly fitted or top-dose-only effect, or another doubt; inactive = no such curve, though single readings can be large; an effect the other way counts as inactive or inconclusive.
# Results follow in this order: KB-V1 MDR tox	HT1080 IDH1KD tx	HT1080NT lethal	D3 antag	SW480 rerep	DRD3 agonist	IL1B secr inh	GLP1R ag	KB-3-1 tox
Cc1ccc(S(=O)(=O)N(C)Cc2ccccc2)cc1C(=O)N1CCCCC1
 : ?	-14%	-19%	-23	8%	-12	0	2%	-14%
CCn1nnc(NC(=O)Cc2ccc(Cl)cc2)n1
 : ?	17%	5%	-1	2%	9	2	-9%	16%
COc1ccc(CC(=O)NCC2CCCN(Cc3ccc(OC)cc3F)C2)cc1 (centres undefined)
 : 7%	4%	3%	1	-2%	-16	-1	18%	-2%
NS(=O)(=O)c1ccc(NC(=O)CSc2ccc3ccccc3n2)cc1
 : ?	-27%	5%[9.24 µM]	3	-5%	1&0	12	23%	2%&-2%
Cc1ccc(NC(=O)c2nn(C34CC5CC(CC(C5)C3)C4)cc2[N+](=O)[O-])cc1
 : -13%	-20%	1%	-20	-11%	-1	-24	-1%	-2%
COc1ccc(OC)c(CN2C(=O)c3ccccc3C2c2nnnn2C2CCCC2)c1 (centres undefined)
 : -38%	16%	1%	0	/	-5	35	-4%	15%
COc1ccccc1CNC(=O)C(=O)Nc1ccc(C(=O)N2CCC(C)CC2)cc1
 : -10%	-21%	-19%	-15	-3%	-1	-13	8%	-5%
CCOc1ncccc1C(=O)Nc1ccc(C)cn1
 : 4%	-1%	6%	31	0%	7	17	20%	-3%
COC(=O)CSc1nnc(NC(=O)/C=C\c2ccc3c(c2)OCO3)s1
 : 25%	12%	5%	?	3%	1	5	-11%	6%
Cc1ccccc1-c1ccc(=O)n(CC(=O)Nc2ccc(C(=O)N3CCCC3)cc2)n1
 : 6%	4%	18%	-5	0%	-4	24	3%	0%
Cn1c(SCC(=O)N2c3ccccc3Sc3ccccc32)nnc1-c1ccco1
 : -1%	-2%	-10%	7	-3%	2	-9	0%	-1%
CCCCC(=O)N(C)c1c(CC)nc2c(OCC3CCCCC3)cccn12
 : 26µM*	?	?	-13	/	-16	-22	9%	?
O=C(O)Cc1ccc2oc(-c3cccnc3)nc2c1
 : 6%	16%	18%	-8	-28%	-6	1	-1%	-1%
O=S(=O)(/C=C/c1ccccc1)N1CCN(c2ccccc2)CC1
 : 3%	5%	-2%	-10	1%	2	-14	0%	11%
O=[N+]([O-])c1ccc(CSC2=NCCS2)cc1
 : 16%	4%	7%	?	-2%	8	-4	-2%	12%
O=C1C2C3C=CC(C3)C2C(=O)N1Nc1ccc([N+](=O)[O-])cc1[N+](=O)[O-] (centres undefined)
 : -1%	0%	5%	?	?	-17	20	0%	8%
CNS(=O)(=O)c1cccc(C(=O)OCc2cc(C(C)=O)ccc2OC)c1
 : -28%	-12%	-3%	2	?	6	62	27%	2%
O=c1[nH]c(/C=C/c2ccccc2OC(F)F)nc2c1cnn2-c1ccccc1
 : -11%	?	18µM*	9	?	0	23	13%	-9%
O=C(Cn1[nH]c(=O)c2ccccc2c1=O)NCCN1C(=O)S/C(=C\c2ccccc2)C1=O
 : ?	-24%	-17%	9	-19%	26	1	4%	-7%
Cc1ccc(C)c(-n2nnnc2Sc2nc([N+](=O)[O-])nn2C)c1
 : 1%	-1%	-1%	-3	-7%	-27	11	2%	-4%
CCc1cccc(CC)c1N1C(=O)CSCC1=O
 : 11%	9%	8%	-3	/	2	0	1%	9%
Cc1[nH]c(=O)[nH]c(=O)c1S(=O)(=O)Nc1ccc(F)cc1F
 : 0%	11%	4%	3	6%	0	-12	0%	3%
CC1CN(C(=O)Nc2ccc3c(c2)OCO3)CC(C)O1 (centres undefined)
 : 8%	20%	2%	15	?	12	-2	6%	3%
CCOc1ccc(NC(=O)C/C(N)=N/O)cc1
 : -11%	-1%	-5%	-9	-6%	-3	-4	3%	-1%
COc1ccc(CNC(=O)C[C@H]2C(=O)N(c3ccccc3)C[C@@H]2Cc2ccccc2)cc1
 : -10%	0%	-3%	5	4%[9.22 µM]	8	-6	8%	-3%
CCCCSc1nnc(NC(=O)CCc2ccccc2)s1
 : -11%	3%	1%	2	-5%[9.22 µM]	-2	27	-12%	-5%
N#C/C(=C(/O)c1ccco1)c1nc2ccccc2[nH]1
 : -17%	6%	-29%	0	-15%	-2	3	12%	1%
Cc1ccc2nc(N3CCN(S(=O)(=O)c4ccc(C)c(Cl)c4)CC3)c(C#N)cc2c1
 : -17%	?	?	-21	?	-15	10	5%	0%
CC1=NN(C(N)=S)C(=O)C1N=Nc1cc(Cl)ccc1Cl (centres undefined)
 : -3%	6%	30%	16	1%	18	17	0%	1%
Cc1cccc(C(=O)N2CCC(Cc3ccccc3)CC2)c1[N+](=O)[O-]
 : ?	-21%	-5%	-1	?	3	-87*	0%	6%
CCc1cc(OCCN(C)C)ccc1Cl
 : 3%	-2%	9%	-16	-1%	-8	17	-1%	-16%
O=C1OC(Nc2ccc(F)c([N+](=O)[O-])c2)c2ccccc21 (centres undefined)
 : -9%	0%	-3%	-9	-8%	-2	-3	-2%	-13%
COc1ccc(N(C(=O)c2ccccc2C)S(=O)(=O)c2cccs2)cc1
 : 1.3µM*	0.92µM*	0.92µM*	?	2.6µM*	-3	80	7%	0.82µM*
Cc1cc(C)nc(Sc2ncnc3c2oc2ccccc23)n1
 : -26%	1%	6%	40	18%	7	-18	-13%	10%
CC(C)C[C@H]1CN=C(N(C)C)N1CC1CCCCCC1
 : -1%	-1%	-9%	1	4%	-8	-14	-2%	-16%
Cc1ccc(CNC(=O)c2ccc(Cn3nc(C)c(Cl)c3C)o2)cc1
 : 0%	-7%	-10%	-53*	10%	-12	?	-1%	-5%
COc1ccc(C(=O)NC(C(=O)NCC(=O)Nc2c(C)cccc2C)C(C)C)cc1 (centres undefined)
 : -21%	-4%	-1%	10	?	0	-12	-5%	-8%
CC(C)CC(C(=O)NC(C)(C)C)N(Cc1cccs1)C(=O)c1snc(C(N)=O)c1N (centres undefined)
 : 2%	-2%	5%	-6	-3%	2	8	0%	-4%
CCOC(=O)C1CCN(Cc2ccc(OC)cc2OC)CC1
 : ?	3%	0%	-6	-2%	-11	?	1%	14%
CCc1c(C)nc(Nc2nc(C)c3cc(OC)ccc3n2)[nH]c1=O
 : ?	7%	15%	1	-13%	2	?	8%	-12%
CC(=O)NC1(c2ccccc2)CCN(C(=O)N2CCOCC2)CC1
 : 21%	5%	9%	13	1%	-6	11	-10%	0%
COc1ccc(NC(=O)C2Cc3c(-c4cccc(C(C)=O)c4)ccnc3O2)cc1 (centres undefined)
 : ?	1.8µM*	?	0	/	-24	-3	21%	4.1µM*
N#Cc1ccc(NC(=O)CSc2n[nH]c(=O)n2C2CC2)cc1
 : 1%	-1%	3%	13	-2%	-7	8	2%	1%
CC(C)(C)OC(=O)N/N=C\c1ccc([N+](=O)[O-])s1
 : 7%	-20%	-18%	-12	?	-7	-19	6%	-4%
CCCc1nc(SCC(=O)Nc2ccccc2OC)c2c(=O)n(C)c(=O)n(C)c2n1
 : -15%	4%	-1%	2	-2%	1	51	4%	1%
c1ccc2c(c1)ncn2CCCOc1ccc2c(c1)CCC2
 : 12µM*	?	?	23	26%	6	-53*	25%	?
N#C/C(=C/c1ccc(Sc2nc3ccccc3[nH]2)o1)c1ccccc1F
 : 3.7µM*	?	?	50	?	2	-96*	5%	-11%
CC(CCc1ccccc1)NC(=O)C1CCN(S(=O)(=O)N2CCCCC2)CC1 (centres undefined)
 : ?	1%	10%	-7	3%	2	-56*	0%	9%
O=c1[nH]ncc(N2CCN(Cc3ccccc3)CC2)c1Cl
 : 0%	27%	6%	-71*	0%	-15	5	6%	1%
Cc1csc(SC(C)C(=O)Nc2ccc(S(=O)(=O)N3CCCC3)cc2)n1 (centres undefined)
 : ?	5%	3%	6	0%	-3	-11	-7%	14%
O=C(NCCS(=O)(=O)NCC1CCCO1)c1ccccc1 (centres undefined)
 : -1%	10%	-3%	0	-495%[inhibitor]	-5	-4	1%	-1%
COc1ccc(-c2cccc(C(=O)NCC(=O)O)c2)cc1
 : 8%	7%	10%	-4	-9%	1	1	3%	1%
CCOC(=O)c1c(C)[nH]c(C(=O)OCC(=O)N2CCCC2=O)c1C
 : 8%	7%	-2%	-6	1%	18	4	3%	13%
O=c1[nH]cnc2c1ncn2[C@@H]1C[C@@H](O)[C@H](CO)O1
 : 24%	28%	?	0	-14%	-5	3	3%	-14%
O=S(=O)(Nc1cccnc1)c1ccc(Br)c2ccccc12
 : 5%	-5%	0%	?	-3%	-6	15	-6%	-2%
O=C(Cc1ccc([N+](=O)[O-])cc1)NCCS(=O)(=O)N1CCN(c2ccccc2)CC1
 : ?	-5%	-3%	4	/	4	16	-5%	-1%
CCOC(=O)[C@@H]1[C@H]2COc3cc(OC)ccc3[C@H]2N2C(=O)N(c3ccc(Br)cc3)C(=O)[C@]12C
 : -9%	1%	?	0	2%	-3	-14	1%	11%
CC1(C)CC(N2CCN(Cc3ccccc3)CC2)=CC(=[N+]2CCCCC2)C1
 : 24%	?	-27%	-16	-38%[inhibitor]	-23	-51*	1%	1.5µM*
O=c1c2cc3c(cc2[nH]c(=S)n1C1CCN(Cc2ccccc2)CC1)OCO3
 : 6%	9%	-6%	?	?	-19	13	1%	-13%

# Rewritten with bars between the fields: entries from further up
Compound | KB-V1 MDR tox | HT1080 IDH1KD tx | HT1080NT lethal | D3 antag | SW480 rerep | DRD3 agonist | IL1B secr inh | GLP1R ag | KB-3-1 tox
O=C1C2C3C=CC(C3)C2C(=O)N1Nc1ccc([N+](=O)[O-])cc1[N+](=O)[O-] (centres undefined) | -1% | 0% | 5% | ? | ? | -17 | 20 | 0% | 8%
NS(=O)(=O)c1ccc(NC(=O)CSc2ccc3ccccc3n2)cc1 | ? | -27% | 5%[9.24 µM] | 3 | -5% | 1&0 | 12 | 23% | 2%&-2%

# High-throughput results deposited in PubChem BioAssay by National Center for Advancing Translational Sciences (NCATS).
